Screening results from PubChem.
ATXN2 expr inh: ATXN2 expression inhibition | HEK-293 ATXN2-luciferase reporter, luminescence, 24 h | Potency, µM (highest dose often 57 µM), for inactives: at the highest dose activity change, negative = inhibition, hits mostly inhibitors | 360,000 tested, 0.72% active | AID 1745845; note: nearly all actives have a fitted effect of over 55% in size
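qHTS (up to 57 uM final) was run with 24 h compound exposure of reporter cells at 37 °C. Each well was multiplexed: SteadyGlo luminescence measured ATXN2-luciferase expression after a fluorogenic Gly-Phe-AFC viability readout (25 uM final).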
KB-3-1 cytotox: KB-3-1 parental cell cytotoxicity; Potency, µM (titrated, usually from 46.1 µM), inactives show at the highest dose activity change, negative = cytotoxic, most hits filed as cytotoxic; 400,000 tested, 1.4% active; KB-3-1 viability, CellTiter-Glo ATP luminescence, 72 h; AID 1347075; note: nearly all actives have a fitted effect of over 60% in size
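Here the drug-naive KB-3-1 line serves as comparator for MDR sub-line selectivity; cells received compound titrations, 72 h at 37 °C, then CellTiter-Glo readout.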
KB-V1 MDR tox: KB-V1 MDR subline cytotoxicity; 400,000 tested, 3.4% active; KB-V1 MDR cells viability, CellTiter-Glo, 72 h; AID 1347076; Potency, µM (series often up to 46.1 µM), for the others: top-dose activity change, negative = cytotoxicity, hits mostly cytotoxic; note: nearly all actives have a fitted effect of over 60% in size
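KB-V1 MDR subline cells in DMEM (phenol-red free, 10% FBS) exposed to compounds in qHTS concentration series for 72 h at 37 degrees C. Viability read by CellTiter-Glo luminescence; concentration-effect curves fitted after normalization and correction.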
Starred values were filed as active, the others as inactive; ? = inconclusive; [ ] = dose if it differs, or a comment. Calls come from the whole dose curve; as a rule, active = well fitted curve in the direction sought with a large enough effect; inconclusive = small, poorly fitted or top-dose-only effect, or another doubt; inactive = no such curve, though single readings can be large; an effect the other way counts as inactive or inconclusive. % is set by controls: 0 for no effect and ±100 for the full control effect; potency is the fitted concentration of half-maximal effect. A portion of the library; count on the stated rates, not on these rows.

canonical_smiles | ATXN2 expr inh | KB-3-1 cytotox | KB-V1 MDR tox
CC1CCC(Nc2nc3c(-c4ccc(Cl)cc4)nnn3c3ccccc23)CC1 (stereo not given) | 1% | 5% | 3%
Cc1oc(-c2ccccc2)nc1CNC(=O)Nc1ccccc1 | -32% | -6% | -11%
CCN(CC)c1nc2c(-c3cccc(Br)c3)nnn2c2ccccc12 | 44%[activator] | 9% | 0%
Cc1ccc(C(=O)CSc2nc3cc(C(=O)NC4CCCC4)ccc3c(=O)n2CC2CCCO2)c(C)c1 (stereo not given) | 3% | 0% | 13%
COc1ccc(-c2noc(N(c3cccc(Cl)c3)c3nc(-c4ccc(OC)c(OC)c4)no3)n2)cc1OC | 5% | 5% | -6%
Cc1csc2nc(-c3ccc(NS(=O)(=O)c4cccc(F)c4)cc3)cn12 | 5% | 2% | -17%
Cc1ccc(C(=O)NC2(C(F)(F)F)N=C(c3ccccc3)N(C3CCCCC3)C2=O)cc1 (stereo not given) | 2% | -3% | -7%
CSc1ncc(C(=O)Nc2ccccc2C(=O)c2ccccc2)c(C(F)(F)F)n1 | 5% | 0% | -4%
COc1ccc(CCNc2nc(-c3ccc(C)cc3)cc(C(F)F)n2)cc1OC | -7% | 0% | 25%
Cc1ccc(NC(=O)CC(C)S(=O)(=O)c2ccc3c(c2)NC(=O)CO3)c(C)c1 (stereo not given) | -2% | -3% | 14%
Cc1c(C(=O)OCC2CCCCC2)[nH]c2c1C(=O)CC(c1ccc(Cl)cc1)C2 (stereo not given) | 1% | 2% | -10%
CCOc1cc(C2NC(=O)c3c(sc4c3CCN(C)C4)N2)ccc1OC(=O)c1ccc(Br)cc1 (stereo not given) | -5% | 1% | 14%
COc1ccc(N2CCN(C(=O)CN3C(=O)CSc4c3c(C)nn4-c3ccccc3)CC2)cc1 | -7% | -10% | 0%
CCCn1c(SCc2nc(-c3ccc(OC)c(OC)c3)no2)nnc1-c1ccccc1 | -18% | -15% | ?
CCOc1ccc(NC(=O)Cn2c(=O)c(CNc3ccccc3)cc3cc4c(cc32)OCCO4)cc1 | 21% | 19% | -6%
CC1Cc2ccccc2N1S(=O)(=O)c1nnc(NC(=O)c2ccccc2)s1 (stereo not given) | -17% | -4% | 17%
COc1ccc(OC)c(-c2cc(C(=O)Nc3cnn(Cc4ccc(Cl)cc4Cl)c3)no2)c1 | -24% | 6% | ?
CCOC(=O)c1ccccc1NC(=O)Cn1cc(C(=O)c2cccc(OC)c2)c(=O)c2ccc(C)nc21 | 11% | 7% | -1%
CC(C)CNS(=O)(=O)c1ccc(N2CCCCS2(=O)=O)cc1 | -8% | 1% | 1%
Cc1cccc(NC(=O)C(=O)c2cc(C)n(-c3ccccc3)c2C)c1C | 27% | 1% | -1%
COc1ccc(N(C)C(=O)C2CCN(S(=O)(=O)c3cc(Br)cc4c3N(C(C)=O)CC4)CC2)cc1 | 13% | 7% | 15%
CCc1ccc(C(=O)c2cn(CC(=O)NC3CCCCC3)c3nc(C)ccc3c2=O)cc1 | -4% | 1% | 1%
Cc1ccc2c(=O)cc(CSc3ccccc3)[nH]c2c1C | 22% | -2% | -2%
Cc1cccc(NC(=O)C(=O)NCC(c2cccnc2)N2CCN(Cc3ccccc3)CC2)c1 (stereo not given) | -14% | -26% | -12%
COCc1nn2cc(-c3ccc(C)cc3)nc2s1 | -13% | -4% | 0%
COc1ccc(C(CNC(=O)c2oc3ccccc3c2C)N2CCCCC2)cc1 (stereo not given) | -18% | 1% | 0%
COc1ccccc1NC(=O)c1c(NC(=O)COc2ccccc2)sc2c1CCCCC2 | 13% | 0% | 19%
COC(=O)c1c(SCC(=O)Nc2ccccc2OC)[nH]c2ccccc2c1=O | 0% | ? | ?
CC1CCN(S(=O)(=O)c2ccc3c(ccc(=O)n3CC(=O)Nc3cccc(F)c3)c2)CC1 | -9% | -2% | ?
CCN(C(=O)CSc1nc2ccccc2nc1Cc1ccc(F)cc1)c1cccc(C)c1 | 13% | -2% | -8%
CCOc1ccc(NC(=O)CC2C(=O)OCCN2CC)cc1 (stereo not given) | 19% | 3% | 0%
Cc1ccc(-n2c3c(c(=O)[nH]c2=O)C(NC(=O)c2ccccc2C)(C(F)(F)F)C(=O)N3)cc1 (stereo not given) | 14% | 1% | 0%
CC(C)(C)c1ccc(S(=O)(=O)N2CCC(c3ccncc3)CC2)cc1 | ? | -25% | ?
Cc1cc(NS(=O)(=O)c2ccc(NC(=O)COc3ccccc3Br)cc2)no1 | 5% | 27% | 0%
CCc1ccc2oc(-c3cc(NC(=O)c4cccs4)ccc3Cl)nc2c1 | -23% | -3% | ?
Cc1ccc2nc(-c3ccc(NC(=O)C(F)(F)F)cc3)sc2c1 | 49%[activator] | ? | -20%
CCOc1ccccc1Nc1nc(-c2ccc(C)cc2)c(CC(=O)O)s1 | 19% | 6% | -12%
COc1ccc(C)cc1NC(=O)CN1C(=O)COc2ccc(S(=O)(=O)NC3CCCC3)cc21 | 1% | -1% | -1%
CCCn1c(=O)sc2cc(NC(=O)c3ccccc3OCC)ccc21 | 6% | 7% | 4%
CC(C)CC(=O)N(Cc1ccccc1)S(=O)(=O)c1ccc2c(c1)oc(=O)n2C | 4% | -10% | -15%

6 compounds from above, showing only ATXN2 expr inh.
| structure | ATXN2 expr inh |
| --- | --- |
| COCc1nn2cc(-c3ccc(C)cc3)nc2s1 | -13% |
| COc1ccc(C(CNC(=O)c2oc3ccccc3c2C)N2CCCCC2)cc1 (stereo not given) | -18% |
| CCc1ccc2oc(-c3cc(NC(=O)c4cccs4)ccc3Cl)nc2c1 | -23% |
| COc1ccccc1NC(=O)c1c(NC(=O)COc2ccccc2)sc2c1CCCCC2 | 13% |
| CC(C)CC(=O)N(Cc1ccccc1)S(=O)(=O)c1ccc2c(c1)oc(=O)n2C | 4% |
| CCOc1ccccc1Nc1nc(-c2ccc(C)cc2)c(CC(=O)O)s1 | 19% |

(list continues)
canonical_smiles | ATXN2 expr inh | KB-3-1 cytotox | KB-V1 MDR tox
CCOC(=O)C1=C(CS(=O)(=O)c2ccc(F)cc2)NC(=O)NC1c1ccc(OCC)c(OC)c1 (stereo not given) | -13% | 1% | 0%
COc1ccc(N2CCN(C(CNC(=O)c3ccc(OC)c(OC)c3)c3cccnc3)CC2)cc1 (stereo not given) | -5% | -3% | -7%
COc1ccc(NC(=O)NCCc2c(C)nn(C)c2C)c(OC)c1 | 1% | 7% | 12%
Cc1ccc(C(=O)c2cn(Cc3ccccc3)c3c(F)cc(F)cc3c2=O)cc1 | 4% | -1% | -11%
Cc1cccc(N2CCN(C(=O)CN3C(=O)COc4ccc(S(=O)(=O)N5CCCC5)cc43)CC2C)c1 (stereo not given) | 11% | ? | ?
Cc1ccccc1OCCCCn1c(-c2ccc(Cl)cc2)nc2ccccc2c1=O | 10% | 21% | 7%
Cc1cccc(N2CCN(C(=O)Cn3nc(C)c4sc5ccccc5c4c3=O)CC2)c1C | 12% | -3% | 5%
Cc1ccc(NC(=O)Cn2c(=O)n(-c3ccc(C)cc3)c(=O)c3c2cnn3C)cc1 | 0% | 7% | 10%
Cc1ccc(CNc2ccc(-c3nc(C(C)C)no3)cc2[N+](=O)[O-])cc1 | 8% | 1% | 0%
COc1ccccc1NC(=O)Cn1c(=O)n(Cc2ccccc2)c(=O)c2sc3ccccc3c21 | 2% | -6% | -23%
COc1ccc(N(C)S(=O)(=O)c2ccc3c(c2)n(C)c(=O)c(=O)n3C)cc1 | -11% | -6% | 2%
Cc1ccccc1NC(=O)CSc1nc2c(oc3ccccc32)c(=O)n1Cc1ccco1 | 3% | 10% | -8%
O=C(Cn1c(=O)n(-c2ccccc2)c(=O)c2c3c(sc21)CCCC3)Nc1ccccc1 | -8% | 14% | -4%
CCN(CC)c1cc(C)c2cc(NC(=O)/C=C/c3ccccc3Cl)ccc2n1 | 28µM* | 13µM* | -7%
COc1ccc(NC(=O)C2=CC(c3ccc4c(c3)OCO4)=NS(=O)(=O)N2C)cc1OC | -16% | 5% | -7%
O=c1c2sc3ccccc3c2n(Cc2ccccc2F)c(=O)n1-c1ccccc1Cl | 1% | -6% | 16%
CCn1c2c(c(=O)n3ncc(C(=O)N4CCN(c5ccc(C(C)=O)cc5)CC4)c13)CN(Cc1ccc(OC)cc1)CC2 | ? | 21µM* | -1%
O=C(NCc1cccn1Cc1ccccc1)Nc1cccc(C(F)(F)F)c1 | -6% | -25% | -1%
Cc1ccc(CSC2=NC(C)(C)Nc3ccccc32)c(C)c1 | -22% | -9% | 14%
COc1cc(C)ccc1OCCSc1nc(-c2cccc(C)c2)nc2cc(=O)[nH]n12 | 0% | -4% | 16%
Cc1ccc(-n2c(=O)c3c(c4cc(C)ccc4n3C)n(CC(=O)Nc3cc(C)cc(C)c3)c2=O)cc1 | 2% | 14% | 8%
COc1ccc(CCNC(=O)CCCCn2c(=O)c3ccccc3n(Cc3ccccc3Cl)c2=O)cc1OC | 1% | 3% | -7%
O=C1N(Cc2ccccc2)c2ccc(Cl)cc2C1(O)c1c[nH]c2ccccc12 (stereo not given) | ? | 3% | 15%
Cc1ccc(-c2csc(=Nc3ccccc3)n2CCCO)cc1 | ? | -24% | -5%
COc1ccccc1C1C(C(N)=O)=C(C)Nc2nc(SCc3ccccc3F)nn21 (stereo not given) | -38% | -2% | ?
O=C1CC(c2c(F)cccc2Cl)c2c(ccc3ccccc23)N1 (stereo not given) | 1% | ? | ?
CCOC(=O)c1c(-c2ccc(OC)cc2)oc2ccc(OCc3ccc(C(=O)OC)cc3)cc12 | -1% | -3% | 2%
CCc1ccc(-c2ccc(C(=O)Oc3ccc(Br)cc3)cc2)nc1 | 15% | 15% | 29%
Cc1cc2nc(-c3ccc(OCc4ccccc4C)cc3)cc(C(F)(F)F)n2n1 | 1% | 6% | 17%
O=C(CSc1nc(=O)n(Cc2ccncc2)c2c1CCC2)Nc1ccc(F)cc1F | 6% | 8% | -9%
O=C(Cn1cnc2onc(-c3ccc(F)cc3)c2c1=O)N1CCN(c2ccccc2F)CC1 | -6% | -1% | 7%
Cc1cccc(C)c1OCC(=O)NCC1(N(C)C)CCCCC1 | -4% | -2% | 8%
CS(=O)(=O)N(CC(=O)NCCSc1ccccc1)c1cc(C(F)(F)F)ccc1Cl | 1% | 5% | -19%
COc1ccccc1CNc1ccc(-c2nc(-c3ccco3)no2)cc1[N+](=O)[O-] | 18% | 5% | 0%
CCOC(=O)c1ccc(NC(=O)C(Cc2ccccc2)NS(=O)(=O)c2ccc(Br)s2)cc1 (stereo not given) | 5% | 6% | 2%
COc1ccc(C)cc1NC(=O)c1cc2c(=O)n3cccc(C)c3nc2s1 | -2% | 0% | 17%
Cc1ccc2oc(-c3cc(NC(=O)c4ccc5c(c4)OCCO5)cc(C)c3O)nc2c1 | 3% | -20% | -13%
Cc1ccc(-c2nnc(Nc3ccc(O)cc3)c3ccccc23)cc1S(=O)(=O)NC(C)(C)CO | ? | 4% | -18%
CCC(Sc1nc(-c2ccccc2)[nH]c1S(=O)(=O)c1ccc(C)cc1)C(=O)O (stereo not given) | 15% | 5% | -7%
Cn1c(=O)oc2cc(S(=O)(=O)N3CCCC(C(=O)Nc4ccc(Br)cc4F)C3)ccc21 (stereo not given) | 8% | 9% | 5%

A different layout for three compounds above.
> Cc1ccc(CNc2ccc(-c3nc(C(C)C)no3)cc2[N+](=O)[O-])cc1
- ATXN2 expr inh = 8%
- KB-3-1 cytotox = 1%
- KB-V1 MDR tox = 0%

> O=C1CC(c2c(F)cccc2Cl)c2c(ccc3ccccc23)N1 (stereo not given)
- ATXN2 expr inh = 1%
- KB-3-1 cytotox = ?
- KB-V1 MDR tox = ?

> Cc1csc2nc(-c3ccc(NS(=O)(=O)c4cccc(F)c4)cc3)cn12
- ATXN2 expr inh = 5%
- KB-3-1 cytotox = 2%
- KB-V1 MDR tox = -17%

(continued)
canonical_smiles | ATXN2 expr inh | KB-3-1 cytotox | KB-V1 MDR tox
CCCCn1c(-c2ccc(C)cc2)c(C)n2c3c(=O)n(C)c(=O)n(C)c3nc12 | -9% | ? | ?
CN(C)C(=O)c1ccc(S(=O)(=O)NCc2ccc(Cl)cc2)s1 | -14% | 2% | 7%
Cc1ccccc1-c1nc(CS(=O)(=O)CC(=O)NCC(C)c2ccccc2)c(C)o1 (stereo not given) | -13% | -24% | ?
COc1ccc(OC)c(NC(=O)c2cnc(N3CCCC3)nc2C)c1 | 8% | -2% | 4%
O=c1c2c3c(sc2n(Cc2cc(=O)n4ccccc4n2)c(=O)n1-c1ccc(Cl)cc1)CCC3 | -3% | 5% | -2%
CCOc1ccc2ncc3c(-c4ccc(C)cc4)nn(-c4cccc(F)c4)c3c2c1 | 13% | 10% | 12%
CCOc1ccc(-c2cn(-c3ccc(C)cc3)c(SCC(=O)Nc3ccc(C)cc3)n2)cc1 | 14% | 0% | 21%
Cc1cccc2c1-c1sc(C(=O)NCCCN3CCN(c4cccc(Cl)c4)CC3)cc1CO2 | ? | ? | -23%
COc1ccc(NC(=O)CSc2nc3ccccc3n2CC(=O)NCc2ccc(F)cc2)cc1 | -36% | 11% | 0%
CCOC(=O)c1cc(OC(=O)c2ccc(OC)cc2)n(-c2ccccc2)n1 | 47%[activator] | 4% | 4%
